# Screening results deposited in PubChem BioAssay by several laboratories.
# TRPML3 ag – human TRPML3 channel agonists, primary screen, cell-based, HEK293 TRPML3-YFP, Fluo-8 calcium fluorescence, 3 µM; Mucolipin-3 (Homo sapiens), Q8TDD5; 100% = the carbachol control signal; activation, % at 3 µM; 220,000 compounds, 0.29% hits;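 active means activation above its plate's cutoff, the mean activation of the plate's test wells plus 3 SD, cut at about 12% in these data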;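 further: 0% = DMSO only wells and 100% = carbachol wells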
#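 Test system: HEK293 cells stably carrying human TRPML3-YFP; Doses: single dose, 3 µM final nominal compound, 0.3% DMSO final; Schedule: dye loading 1 h 37 °C then 30 min ambient, 125 s read; Technique: Fluo-8 calcium fluorescence; Benchmarks: high control carbachol 87 µM, low control DMSO.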
# CHOP inhibitor – inhibitors of CHOP promoter induction, primary screen, cell-based, unfolded protein response, luciferase reporter | CHO-K1 CHOP-promoter luciferase, tunicamycin-induced, 15-18 h | inhibition, % at 10 µM | 220,000 compounds, 3.8% hits;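 active means compounds that reduced the stress-induced luciferase reporter signal by more than about 70% of percent inhibition, limit read from the data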;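 further: 0% = tunicamycin plus vehicle and 100% = wells without tunicamycin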
# EP2 modulator – EP2 receptor modulators, cAMP readout, primary screen, cell-based, HTRF cAMP, PGE2 stimulation. 260,000 compounds, 0.83% hits. induction, % at 25 µM. AID 940, 2007. Prostaglandin E2 receptor EP2 subtype (Homo sapiens), P43116. EP2-expressing cells, cAMP HTRF FRET, PGE2 co-stimulation;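 active means compounds whose cAMP rise, as percent of the full-agonist control response, exceeds 60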;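 further: rat C6 glioma line stably carrying human EP2 under a CMV promoter; the protocol text gives 20 µM as final concentration; 100% = response of wells given 1 µM PGE2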
# Target sequence (P43116 whole entry, looked up): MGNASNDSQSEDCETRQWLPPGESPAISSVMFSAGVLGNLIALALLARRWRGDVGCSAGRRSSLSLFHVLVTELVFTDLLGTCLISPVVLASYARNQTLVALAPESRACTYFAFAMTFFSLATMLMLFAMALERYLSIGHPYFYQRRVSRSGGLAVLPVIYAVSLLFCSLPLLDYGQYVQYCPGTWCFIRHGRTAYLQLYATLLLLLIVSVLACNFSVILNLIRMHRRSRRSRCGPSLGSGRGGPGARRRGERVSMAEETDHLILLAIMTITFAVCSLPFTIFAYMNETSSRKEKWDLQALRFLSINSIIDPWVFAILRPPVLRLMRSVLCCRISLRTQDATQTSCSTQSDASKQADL
# S1P4 antagonist – S1P4 receptor antagonists, primary screen, cell-based. 220,000 compounds, 0.26% hits. Sphingosine 1-phosphate receptor 4 (Homo sapiens), O95977. S1P4-expressing cells, antagonist mode, reporter read-out. inhibition, % at 4.98 µM; in the data active means inhibition above about 29%;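 further: 0% = wells stimulated with agonist and 100% = vehicle wells without agonist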
# S1P4 agonist – S1P4 receptor agonists, primary screen, cell-based. Sphingosine 1-phosphate receptor 4 (Homo sapiens), O95977. S1P4-expressing cell line, agonist reporter assay. activation, % at 4.98 µM. 220,000 compounds, 0.35% hits. AID 1509, 2009; in the data active means activation above about 11%;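 further: 0% = DMSO vehicle and 100% = reference agonist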
# TRPN1 ag – zebrafish TRPN1 channel agonists, primary screen, cell-based, HEK293, calcium fluorescence; transient receptor potential cation channel N1 (TRPN1/NompC), Danio rerio; HEK293 zebrafish TRPN1-YFP, Fluo-8 calcium fluorescence; 100% = response to 87 µM carbachol; activation, % at 3 µM; 220,000 compounds, 0.18% hits; AID 1424, 2008;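 active means activation above its plate's cutoff, the mean activation of test wells on that plate plus 3 SD, cut at about 19% in these data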;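 further: 0% = DMSO alone and 100% = 87 µM carbachol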
#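 Material: zebrafish TRPN1-YFP in HEK293 cells; Doses: single test compound dose, 3 µM nominal, 0.3% DMSO; Timing: dye loading 1 h at 37 °C, then 30 min room temperature; Technique: intracellular calcium fluorescence with Fluo-8; Benchmarks: high carbachol 87 µM, low DMSO alone.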
# NPY2 pot ag – NPY-Y2 potentiators or agonists, primary screen, cell-based; AID 1359, 2008; 220,000 compounds, 0.45% hits; activation, % at 3.6 µM; cells expressing NPY-Y2, potentiator/agonist read-out; in the data active means activation above about 27%;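 further: cells stimulated with NPY near EC25 plus isoproterenol at EC100; 0% = vehicle plus submaximal agonist and 100% = vehicle plus saturating agonist; some results beyond the cut were filed as inactive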
# Target sequence (P49146 whole entry, looked up): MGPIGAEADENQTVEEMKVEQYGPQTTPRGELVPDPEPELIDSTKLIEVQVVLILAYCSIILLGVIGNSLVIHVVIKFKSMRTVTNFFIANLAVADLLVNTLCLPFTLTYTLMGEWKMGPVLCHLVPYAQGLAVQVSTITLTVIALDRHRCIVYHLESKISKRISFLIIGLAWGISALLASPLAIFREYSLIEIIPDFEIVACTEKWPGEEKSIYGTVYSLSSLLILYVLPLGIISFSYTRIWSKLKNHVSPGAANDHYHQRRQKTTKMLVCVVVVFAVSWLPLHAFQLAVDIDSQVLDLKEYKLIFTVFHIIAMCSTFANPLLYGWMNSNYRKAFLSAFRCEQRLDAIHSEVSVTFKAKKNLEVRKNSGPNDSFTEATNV
# NPY-Y1 PAM-ag – NPY-Y1 receptor potentiators or agonists, primary screen, cell-based | NPY-Y1 expressing cells, potentiator/agonist activation | activation, % at 3.6 µM | AID 1304, 2008 | 220,000 compounds, 0.37% hits; in the data active means activation above about 33%, passing the limit was not always enough;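 further: cells stimulated with NPY at EC10 then isoproterenol at EC100; 0% = low agonist plus stimulus and 100% = saturating agonist plus stimulus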
# NPY-Y1 antag – NPY-Y1 receptor antagonists, primary screen, cell-based; HEK293-CNG Y1 cells, membrane potential fluorescence; NPY at EC95, then isoproterenol; inhibition, % at 3.6 µM; 200,000 compounds, 1% hits; AID 1040, 2008;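 active means inhibition above the campaign mean inhibition of all tested compounds plus 3 SD, cut at about 20% in these data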;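 further: 0% = DMSO wells given NPY plus isoproterenol and 100% = isoproterenol alone without NPY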
#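 Test system: HEK293 cells co-expressing NPY Y1 receptor and cyclic-nucleotide gated channel; Also added: NPY (25 nM), isoproterenol (1 µM), Ro 20-1724 (25 µM); Compound dosing: one concentration, 3.6 µM, in 0.4% DMSO; Timing: dye 3 h, compound 60 min room temperature, stimulation 45 min; Technique: Membrane-potential fluorescent dye readout.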
# Active calls of the source: *; . = not tested or not shown; & = joins results of further samples.
structure | TRPML3 ag | CHOP inhibitor | EP2 modulator | S1P4 antagonist | S1P4 agonist | TRPN1 ag | NPY2 pot ag | NPY-Y1 PAM-ag | NPY-Y1 antag
Cc1cc(NC(=O)c2c(F)cccc2Cl)no1 | 0.5 | 14.4 | -9.2 | 0.6 | -1.9 | -1.1 | 7.0 | 0.3 | 1.2
CC(=O)Nc1ccc(S(=O)(=O)N2CCN(c3nnnn3-c3ccccc3)CC2)cc1 | 0.7 | 7.8 | -44.3 | 3.9 | -0.2 | 0.7 | -1.2 | -0.5 | 3.5
O=C(CNC(=O)c1ccccc1Cl)N/N=C/C=C/c1ccccc1 | 0.1 | 29.6 | -8.3 | -9.7 | 1.6 | 3.1 | 3.8 | 6.2 | 4.2
Cc1cc(C(=O)OCC(=O)NC2CCCCC2)c(C)o1 | 0.4 | 14.6 | 9.9 | 12.9 | -1.3 | -0.5 | -20.9 | -10.6 | 12.1
Cc1ccc(NC(=O)c2cc3cccc([N+](=O)[O-])c3[nH]2)cc1 | 0.9 | -19.5 | -4.9 | 5.4 | 7.2 | 2.2 | 6.4 | -15.8 | .
CCC(C)/C(C)=N/NC(=O)c1ccccc1OCCOc1ccccc1 (stereo not given) | 1.0 | 16.0 | 2.1 | -13.9 | -0.2 | -0.1 | -15.2 | -1.6 | 10.2
CCn1c(SCC(=O)N/N=C/c2ccc(O)c(OC)c2)nc2ccccc21 | 0.1 | 16.2 | -6.2 | -5.4 | 0.0 | 0.9 | -8.1 | -3.0 | 2.5
CN(C)C(CNC(=O)CN1C(=O)NC2(CCc3ccccc32)C1=O)c1ccco1 (stereo not given) | 1.0 | -12.0 | 6.3 | 14.6 | 0.3 | 0.9 | 6.3 | 11.3 | 0.7
Cc1cc(C)nc(N(C#N)CN2C(=O)c3ccccc3C2=O)n1 | 0.3 | 11.8 | 21.8 | -3.0 | 1.3 | -0.7 | -6.4 | 0.0 | -2.6
COc1cnc(-c2ccccn2)nc1Sc1ccccc1Cl | -0.6 | 45.9 | -1.9 | -13.3 | -1.7 | -0.1 | 1.3 | -1.6 | 5.5
CN(C)c1c(F)cc(C(=O)NCc2ccccc2)cc1F | -0.4 | 11.8 | -10.9 | 3.1 | -0.3 | -1.5 | 4.4 | 5.5 | .
COc1ccc(-c2cc(C(=O)OCC(=O)NC(C)C)c3ccccc3n2)cc1 | 0.5 | 12.2 | -70.4 | -8.6 | -1.0 | -1.1 | -13.2 | -17.4 | -0.8
CC(=O)Nc1sc(NC(=O)c2ccccc2)nc1-c1cccs1 | -0.2 | -7.8 | -2.1&-65.6 | -2.6 | -1.9 | 1.5 | 14.8 | 7.5 | 5.2
Cc1cccc(C)c1-n1nnnc1S(=O)(=O)Cc1ccccc1Cl | 25.6* | -11.0 | -32.8 | -5.8 | 2.4 | 0.6 | -8.4 | -18.2 | 7.0
Cn1c(N)c(N=Nc2ccc(S(N)(=O)=O)cc2)c(=O)n(C)c1=O | 2.0 | 17.3 | -0.2&18.5 | -21.9 | 0.5 | 2.3 | -0.4 | 11.7 | .

# Overlap with the part before: 2 compounds, followed by the next part.
structure | TRPML3 ag | CHOP inhibitor | EP2 modulator | S1P4 antagonist | S1P4 agonist | TRPN1 ag | NPY2 pot ag | NPY-Y1 PAM-ag | NPY-Y1 antag
Cc1cccc(C)c1-n1nnnc1S(=O)(=O)Cc1ccccc1Cl | 25.6* | -11.0 | -32.8 | -5.8 | 2.4 | 0.6 | -8.4 | -18.2 | 7.0
Cn1c(N)c(N=Nc2ccc(S(N)(=O)=O)cc2)c(=O)n(C)c1=O | 2.0 | 17.3 | -0.2&18.5 | -21.9 | 0.5 | 2.3 | -0.4 | 11.7 | .
COc1ccccc1-c1c(C)nn2c(C)cc(C)nc12 | 0.4 | 12.6 | -5.7&-5.1 | -2.7 | -0.2 | 0.0 | -4.3 | 2.5 | 1.3
O=C(NNC(=O)c1ccccc1-n1cccc1)c1ccc(Cl)cc1Cl | -0.2 | 1.3 | 17.4 | 6.6 | -0.7 | -0.6 | 5.7 | 2.8 | 1.2
Cc1cccc(C(C#N)c2ccc(Cl)nn2)c1 (stereo not given) | 0.1 | 8.6 | 1.6 | -12.6 | 1.7 | -1.1 | 4.6 | 2.6 | 4.5
CCCOc1ccc(CSC(=N)N)cc1C(=O)OC | 0.5 | 5.1 | -29.7 | -5.6 | 0.4 | 0.2 | 8.7 | 3.4 | .
CC(C)Cc1ccc(C(C)C(=O)N2CCOCC2)cc1 (stereo not given) | 0.4 | 6.6 | 9.5 | 0.0 | 2.2 | 0.3 | -4.1 | -15.1 | 6.2
O=C(NNC(=O)c1cccnc1)NC1CCCCC1 | 0.3 | -14.4 | 1.4 | -18.2 | -0.5 | -0.9 | -10.1 | -26.0 | 1.4
CCC1=Nc2cc(C(=O)NCc3ccco3)ccc2Sc2ccc(C)cc21 | -0.6 | -26.4 | -1.5 | 6.3 | 2.5 | -1.8 | -4.7 | -3.4 | 11.0
CCCC(=O)NC(NC(=S)Nc1c(C)n(C)n(-c2ccccc2)c1=O)C(Cl)(Cl)Cl (stereo not given) | -0.2 | -154.9 | 16.8 | -9.2 | -2.8 | -0.1 | 2.8 | -3.7 | 0.6
COc1cc(CNCCSc2nnnn2C)cc(OC)c1OC | 1.0 | -2.5 | 23.8 | -7.2 | 1.3 | 0.8 | 5.7 | 0.9 | 1.7
COc1ccc(NC(=S)N(CCc2c(C)[nH]c3ccccc23)Cc2ccco2)cc1 | -0.1 | 7.2 | 0.8 | 3.5 | -0.4 | -0.8 | 26.9 | 15.1 | -1.7
O=C(COC(=O)c1cccc(O)c1)NCc1ccc2c(c1)OCO2 | -0.1 | 11.3 | -23.0 | 5.0 | -0.8 | 1.9 | -12.7 | -20.4 | .
COc1cc(C)c(S(=O)(=O)N2CCOCC2)c(C)c1C | 1.6 | 26.0 | -0.8&28.4 | -0.3 | 1.2 | 1.1 | 8.5 | 11.2 | 2.8

# Entries of single compounds as entered above:
# COc1cc(C)c(S(=O)(=O)N2CCOCC2)c(C)c1C across the screens: TRPML3 ag = 1.6; CHOP inhibitor = 26.0; EP2 modulator = -0.8&28.4; S1P4 antagonist = -0.3; S1P4 agonist = 1.2; TRPN1 ag = 1.1; NPY2 pot ag = 8.5; NPY-Y1 PAM-ag = 11.2; NPY-Y1 antag = 2.8
# COc1cc(CNCCSc2nnnn2C)cc(OC)c1OC across the screens: TRPML3 ag = 1.0; CHOP inhibitor = -2.5; EP2 modulator = 23.8; S1P4 antagonist = -7.2; S1P4 agonist = 1.3; TRPN1 ag = 0.8; NPY2 pot ag = 5.7; NPY-Y1 PAM-ag = 0.9; NPY-Y1 antag = 1.7

# Gathered by group: those above with an NH in an aromatic ring.
structure | TRPML3 ag | CHOP inhibitor | EP2 modulator | S1P4 antagonist | S1P4 agonist | TRPN1 ag | NPY2 pot ag | NPY-Y1 PAM-ag | NPY-Y1 antag
Cc1ccc(NC(=O)c2cc3cccc([N+](=O)[O-])c3[nH]2)cc1 | 0.9 | -19.5 | -4.9 | 5.4 | 7.2 | 2.2 | 6.4 | -15.8 | .
COc1ccc(NC(=S)N(CCc2c(C)[nH]c3ccccc23)Cc2ccco2)cc1 | -0.1 | 7.2 | 0.8 | 3.5 | -0.4 | -0.8 | 26.9 | 15.1 | -1.7
